Cardio protect = cardioprotection against H2O2-induced cell death, primary screen, uHTS, H9c2 cells, ATPLite luminescence; protection from H2O2 cell death, % at 20 µM; H9c2 cardiomyocytes, H2O2 injury protection, 2 h; actives 0.63% (n = 360,000);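 active = compounds giving at least 50% protection of heart cells from peroxide-induced death in the single-dose screen, raw or plate-pattern-corrected value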;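 note: 0% = DMSO wells with peroxide and 100% = DMSO wells without peroxide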
PDI turbidity = inhibitors of human PDI, primary screen, biochemical, turbidity, single point, plate reader. actives 0.052% (n = 350,000). Protein disulfide-isomerase (Homo sapiens), P07237. PDI insulin aggregation turbidity, A650, 90 min. inhibition, % at 10 µM;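 active = mean inhibition across replicates of 30% or more, whatever share of single replicates reach that level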;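 note: absorbance from insulin aggregation driven by PDI reduction with DTT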
CaV13 FRET inh = Primary screen for inhibitors of IQ motif and Ca2+-dependent inactivation inhibitor domain binding in CACNA1D, Förster resonance energy transfer in living cells, …. HEK cells, CFP/YFP FRET ICDI-IQ, plate reader, 10 min; percent FRET-ratio fall versus neutral wells. inhibition, % at 12.3 µM. actives 0.098% (n = 340,000). AID 743397;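 active = mean replicate inhibition of at least 30% and at least 1% of replicates passing that level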;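 note: 0% = median of the neutral control wells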
m5-HT2A agonist = mouse Htr2a agonists via beta-arrestin recruitment, primary screen, cell-based, luminescence. actives 0.66% (n = 360,000). 5-hydroxytryptamine receptor 2A (Mus musculus), P35363. AID 624169, 2012. activation, % at 7.6 µM. CHO-K1 mHTR2A beta-arrestin complementation; percent of 30 µM serotonin response;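 active = activation above a run cutoff, the mean activation of all tested compounds plus 3 SD, cut at about 14% in these data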;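 note: 0% = plate median of compound wells and 100% = 30 µM serotonin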
Target sequence (P35363 whole entry, looked up): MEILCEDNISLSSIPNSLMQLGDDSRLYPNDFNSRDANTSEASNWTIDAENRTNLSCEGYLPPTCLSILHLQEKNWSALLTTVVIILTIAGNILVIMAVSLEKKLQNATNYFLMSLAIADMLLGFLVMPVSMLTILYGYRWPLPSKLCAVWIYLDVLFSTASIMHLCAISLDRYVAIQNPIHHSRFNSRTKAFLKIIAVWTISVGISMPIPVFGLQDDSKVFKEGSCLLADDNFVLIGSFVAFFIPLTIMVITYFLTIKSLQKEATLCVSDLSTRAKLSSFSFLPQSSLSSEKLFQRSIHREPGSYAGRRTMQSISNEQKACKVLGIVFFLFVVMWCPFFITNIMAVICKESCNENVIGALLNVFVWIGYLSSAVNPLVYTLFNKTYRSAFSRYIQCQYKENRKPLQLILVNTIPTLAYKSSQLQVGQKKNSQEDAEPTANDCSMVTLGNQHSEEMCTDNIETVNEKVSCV
ABCB6 inh MLPCN = ABCB6 transporter inhibitors, primary screen, K562-ABCB6 cells, flow cytometry, MLPCN library | K562-ABCB6 porphyrin accumulation, 1 h; hits give low values | fluorescence ratio to DMSO, % at 10 µM | actives 0.19% (n = 360,000);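 active = fluorescence ratio to DMSO below 75%, the collection mean minus 3 SD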;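 note: signal is porphyrin accumulated inside mitochondria; 100% equals median channel fluorescence of DMSO control wells; lower ratio means ABCB6 inhibition with less porphyrin fluorescence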
ABHD5 PLIN5 PPI = ABHD5-PLIN5 interaction inhibitors, primary screen, cell lysate, split luciferase complementation, luminescence. AID 602281, 2012. Perilipin-5 (Homo sapiens) + 1-acylglycerol-3-phosphate O-acyltransferase ABHD5 (Homo …. inhibition, % at 4 µM. Split G. princeps luciferase complementation, 4 h. actives 0.78% (n = 360,000);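 active = inhibition above the mean inhibition across every tested compound plus 3 SD, cut at about 22% in these data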;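 note: 0% = DMSO only wells and the 100% control is not disclosed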
Granule exo inh = LAMP-1 surface exposure blockers, TALL-104 cells – cell-based, flow cytometry, MLPCN library, primary screen. inhibition, % at 10 µM. TALL-104 LAMP-1 surface exposure; cells stimulated with thapsigargin and PMA. actives 0.66% (n = 360,000). AID 651702, 2012;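 active = inhibition above about 55%, limit read from the data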
MC4R barr agon = MC4R agonists recruiting beta-arrestin, primary screen, cell-based, luminescence, agonist arm of biased-ligand search. U2OS MC4R beta-arrestin complementation; percent of melanotan II response, DMSO zero. activation, % at 8.9 µM. actives 0.98% (n = 360,000). Melanocortin receptor 4 (Homo sapiens), P32245. AID 540308, 2011;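 active = activation above a per-plate cutoff, the mean activation of sample wells on that plate plus 3 SD, cut at about 8% in these data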
Target sequence (P32245 whole entry, looked up): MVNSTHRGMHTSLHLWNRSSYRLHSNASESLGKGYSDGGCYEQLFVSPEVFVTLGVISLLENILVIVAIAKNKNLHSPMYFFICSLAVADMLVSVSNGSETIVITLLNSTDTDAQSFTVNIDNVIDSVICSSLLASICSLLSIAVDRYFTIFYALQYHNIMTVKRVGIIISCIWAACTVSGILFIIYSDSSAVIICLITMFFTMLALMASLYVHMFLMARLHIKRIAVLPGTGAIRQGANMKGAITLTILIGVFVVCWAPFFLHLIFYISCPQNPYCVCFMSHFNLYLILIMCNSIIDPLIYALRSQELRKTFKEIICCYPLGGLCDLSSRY
N-glyco inh = increase of ERlucT glycosylation luciferase signal, primary screen, N-linked glycosylation inhibitor project, D54 ERlucT cells, luminescence, set 2. D54 ERlucT glycosylation luciferase reporter, 24 h; percent of 100 nM tunicamycin response. reporter increase, % at 12.5 µM. actives 0.23% (n = 360,000). AID 588692, 2011;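 active = mean luciferase reporter signal, scaled so untreated is 0 and the glycosylation-blocking control 100, at or above a set limit in every replicate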;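 note: luciferase carries N-glycosylation sites so blocking glycosylation raises the light; 0% = median of neutral control wells and 100% = median of 100 nM tunicamycin wells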
MC4R antagonist = MC4R antagonists of cAMP signaling, primary screen, cell-based, TR-FRET, antagonist arm of biased-ligand search; inhibition, % at 6.5 µM; Melanocortin receptor 4 (Homo sapiens), P32245; MC4R-expressing cells, MTII-stimulated cAMP, LANCE TR-FRET; actives 0.48% (n = 360,000);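 active = inhibition above its plate's cutoff, the mean of tested wells on that plate plus 3 SD, cut at about 29% in these data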;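 note: 0% = Melanotan II alone and 100% = Melanotan II plus saturating MCL0020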
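System – human MC4R-expressing U2OS cells · Also added – Melanotan II · Dosing – one concentration, 6.5 µM nominal · Timing – 30-min compound, 1-h challenge, 1-h detection, room temperature · Measured by – Eu-cAMP/anti-cAMP TR-FRET, emission 671 nm · Replicates – singlicate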
An asterisk follows results filed as active; / = not tested or not shown.

SMILES | Cardio protect | PDI turbidity | CaV13 FRET inh | m5-HT2A agonist | ABCB6 inh MLPCN | ABHD5 PLIN5 PPI | Granule exo inh | MC4R barr agon | N-glyco inh | MC4R antagonist
COC(=O)C1(CCSC)NC(c2ccccc2F)C2C(=O)N(c3ccc4c(c3)OCCO4)C(=O)C21 (centres undefined) | 25 | 3 | -3 | -1 | 105 | 8 | 2 | 4.0 | 3 | 3
Cc1ccc(/S(C)=N/S(=O)(=O)c2ccc(C)cc2)cc1 (centres undefined) | -7 | 13 | / | 1 | 83 | -3 | 0 | -1.9 | 1 | -1
Cn1ccnc1C(=O)c1cc(SCC(=O)NC2CC2)nc2ccccc12 | 1 | 2 | -7 | 3 | 99 | 1 | 0 | -2.7 | 2 | 9
O=C(NCCSCc1ccco1)c1ccc(CN2CCOCC2)cc1 | 4 | -10 | / | -1 | 100 | 6 | -2 | 0.3 | -1 | 8
COc1ccc(/C=C/C(=O)O)cc1S(=O)(=O)N1CCC(Cc2ccccc2)CC1 | -2 | -4 | 2 | -4 | 96 | -7 | -2 | -2.1 | -1 | 2
COc1ccc(OCCCC(=O)Nc2nnc(C3CCCO3)s2)cc1 (centres undefined) | 4 | 1 | -3 | 8 | 99 | -5 | -2 | -1.9 | 2 | 7
COC(=O)CN1C(=S)N(C)C(=O)/C1=C/c1cccs1 | 4 | 2 | 0 | -2 | 109 | -2 | 2 | -3.6 | -1 | 4
C=CCc1ccccc1OCC(O)CN(CC)CC (centres undefined) | 2 | 12 | -9 | 0 | 98 | 7 | -3 | 0.0 | -2 | 5
Cc1cc(=O)oc(C)c1C(=O)Nc1cccnc1Cl | -3 | 3 | -4 | 0 | 98 | -2 | 3 | -1.2 | 0 | -1
CC(=O)Nc1ccc(S(=O)(=O)NCc2cccnc2)cc1 | 1 | -4 | -11 | -3 | 98 | -1 | 1 | -0.2 | 0 | 7
OC1(c2cccnc2)CCN(Cc2nnnn2Cc2ccccc2)CC1 | 8 | -3 | -4 | 3 | 96 | 4 | -3 | -0.9 | 0 | 17
CCc1c(C)c2cc(Cl)c(O)c(CN3CCCC3)c2oc1=O | 0 | -1 | -4 | 0 | 106 | -5 | -9 | 0.5 | 0 | 27
CCOC(=O)c1sc(NC(=O)c2ccc(CC)s2)nc1C | -4 | -3 | -5 | -1 | 97 | -2 | 2 | 0.4 | -5 | -1
Cc1ccc(N(CC(=O)NCCc2ccccc2)S(=O)(=O)c2c(C)noc2C)cc1 | 6 | 9 | -7 | 0 | 98 | -6 | -1 | 0.0 | -4 | 9
Cc1c(C(C)C[C@H](C)O)oc(=O)c2c1Oc1c(C)c(C(C)C[C@H](C)O)oc(=O)c1C2 (some centres undefined) | -4 | 6 | -12 | 2 | 101 | -2 | 0 | -1.7 | 6 | 6
COC(=O)c1cc(S(=O)(=O)N2CCN(c3ccc(C(C)=O)cc3)CC2)c[nH]1 | -1 | -1 | -2 | -2 | 103 | -2 | 5 | -1.3 | 6 | 3
Cc1ccc2ccccc2c1C(O)c1ncc(-c2cccc(F)c2)[nH]1 (centres undefined) | -10 | -5 | -4 | 10 | 95 | 10 | -7 | -1.4 | 0 | 4
O=C(NCCCl)C1Cc2c(ccc3ccccc23)O1 (centres undefined) | -5 | 7 | 0 | -2 | 98 | -3 | 3 | -4.0 | -1 | 11
c1ccc2c(c1)-c1nc3ccccc3cc1C2N1CCCCC1 (centres undefined) | -1 | 1 | -10 | 0 | 96 | -9 | -3 | 4.0 | -3 | 18
Cc1ccc2nc(-c3ccc(SCC(=O)Nc4cc(C)on4)nc3)[nH]c2c1 | -24 | -2 | / | -1 | 86 | 2 | 1 | -0.3 | 3 | 4

Filtered by structure, those above containing an aryl methoxy group.
SMILES | Cardio protect | PDI turbidity | CaV13 FRET inh | m5-HT2A agonist | ABCB6 inh MLPCN | ABHD5 PLIN5 PPI | Granule exo inh | MC4R barr agon | N-glyco inh | MC4R antagonist
COc1ccc(/C=C/C(=O)O)cc1S(=O)(=O)N1CCC(Cc2ccccc2)CC1 | -2 | -4 | 2 | -4 | 96 | -7 | -2 | -2.1 | -1 | 2
COc1ccc(OCCCC(=O)Nc2nnc(C3CCCO3)s2)cc1 (centres undefined) | 4 | 1 | -3 | 8 | 99 | -5 | -2 | -1.9 | 2 | 7

Continued.
SMILES | Cardio protect | PDI turbidity | CaV13 FRET inh | m5-HT2A agonist | ABCB6 inh MLPCN | ABHD5 PLIN5 PPI | Granule exo inh | MC4R barr agon | N-glyco inh | MC4R antagonist
O=C(C1=C[C@@H](c2ccc(C(F)(F)F)cc2)C[C@@H](OCc2ccc(CO)cc2)O1)N1CCN(Cc2ccccc2)CC1 | -3 | 2 | -9 | -10 | 98 | 2 | -2 | 0.8 | -4 | 12
Cc1cc(C)n(CC(=O)NNC(=O)COc2ccc(F)cc2Br)n1 | 18 | -23 | -2 | 2 | 98 | 2 | -2 | -0.8 | 0 | -7
CCOc1cc(Cl)c(NC(C)=O)cc1OCC | 3 | -13 | -1 | -3 | 92 | -2 | 3 | -0.8 | 3 | -1
Cc1cccc(-c2nc3ccccc3c(=O)n2NC(=O)c2cccnc2Cl)c1 | 5 | -3 | -4 | 3 | 104 | 14 | -3 | 1.6 | 0 | 0
CCCN=C1N/C(=C\c2ccco2)C(=O)N1c1ccccc1 | 10 | -8 | / | -1 | 107 | 1 | 4 | -2.1 | 3 | -2
COc1cccc(C(=O)Nc2ccc(S(=O)(=O)Nc3nccc(C)n3)cc2)c1 | -1 | -9 | 6 | 0 | 96 | -6 | 1 | -2.0 | 1 | 1
CCN1CCN(C(=O)c2ccc(Sc3ccccc3Cl)c([N+](=O)[O-])c2)CC1 | 14 | -3 | -2 | 2 | 95 | 9 | 2 | -1.4 | -7 | 0
Cc1ccc(-c2nc3ccc(C(=O)O)cc3nc2-c2ccc(C)cc2)cc1 | -2 | -6 | -9 | 1 | 101 | 3 | 2 | -1.0 | 0 | 6
COCCOC(=O)c1[nH]c2c(c1C)C(=O)CC(c1ccc(F)cc1)C2 (centres undefined) | -29 | / | 12 | -1 | 98 | 2 | 3 | -0.7 | 12 | -14
COC(=O)[C@@]12C[C@@H](CC(=O)N3CCSCC3)C(=O)N(Cc3ccco3)C1=CCC(C)(C)C2 | / | / | -7 | 9 | / | -3 | -3 | / | / | /
Cc1c(C(=O)NCc2ccc3c(c2)OCCO3)sc(=O)n1Cc1ccc(C(=O)N(C)C)cc1 | 0 | 6 | -8 | -4 | 100 | 2 | 3 | -0.8 | -3 | 12
COc1cc2c(cc1OC)C(C(=O)NCCN1CCOCC1)C1c3ccccc3CCN1C2=O (centres undefined) | -7 | 12 | -5 | 0 | 89 | -4 | -3 | -3.3 | -1 | 1
Cc1cc(S(=O)(=O)N2CCCCC2)c(C)s1 | -2 | 2 | -2 | 4 | 114 | -5 | 1 | -0.4 | 0 | 7
O=C1ON=C(c2ccc(Cl)c([N+](=O)[O-])c2)/C1=C/c1cccc([N+](=O)[O-])c1O | 4 | 9 | -2 | 3 | 105 | 5 | 1 | 0.3 | 2 | 9
CCn1c(SCC(=O)Nc2cccnc2Cl)nnc1-c1ccccc1 | 1 | -1 | -5 | 7 | 100 | 2 | -5 | -1.9 | 0 | 17
CCOc1ccccc1NC(=O)Nc1ccc(OC)nc1 | 7 | -3 | -4 | -1 | 96 | 7 | 1 | -0.8 | 1 | -5
Cc1ccccc1S(=O)(=O)NC(=O)C1(C)CCN1C(=O)CCc1ccccc1 (centres undefined) | 1 | 4 | -16 | 4 | 98 | -3 | 2 | -0.5 | 0 | 1
O=C(C1CCN(S(=O)(=O)N2CCCC2)CC1)N1CCCCC1 | 2 | -2 | -6 | 0 | 98 | 8 | -1 | -1.8 | 3 | 3
O=C(N/N=C/c1ccncc1)c1cc([N+](=O)[O-])cc([N+](=O)[O-])c1O | 8 | -2 | -5 | -1 | 101 | 5 | 1 | 0.8 | 2 | 2
NS(=O)(=O)c1cccc(NC(=O)c2cccc(N3C(=O)c4ccccc4C3=O)c2)c1 | -3 | 11 | -5 | -4 | 100 | -5 | 5 | -2.0 | -1 | 19
Cc1cccc(C)c1-n1nnnc1SCC(=O)N1CCNC1=O | 5 | -4 | -3 | -9 | 103 | -8 | 1 | -2.1 | 0 | 10
CC1=C(C(=O)N2CCCCCC2)CC(CC(=O)NCc2cccs2)C(=O)N1Cc1ccccc1 (centres undefined) | 1 | / | -4 | -4 | 97 | -1 | -3 | / | 1 | /
Cc1cc(C)c(C)c(C(=O)C(=O)c2ccccc2)c1 | 1 | -3 | -5 | 1 | 84 | -4 | -9 | -1.0 | 1 | -1
Cc1cccc(C)c1NC(=O)C1(C)CN(S(C)(=O)=O)CC(=O)N1Cc1cccc(F)c1 (centres undefined) | / | / | -11 | -1 | / | 8 | 7 | / | / | /
O=C(N/N=C/c1ccccc1)c1ccc(OCc2ccccc2)cc1 | -1 | 1 | -6 | -2 | 95 | 0 | -9 | 12* | -3 | 0
CC(C)(C)NC(=O)CN1CCCN(C(=O)c2cccc(S(=O)(=O)N3CCc4ccccc43)c2)CC1 | 5 | -3 | -6 | 1 | 94 | 5 | 1 | -0.7 | 2 | 7
O=C(CN1CCN(Cc2ccccc2)CC1)N1CCCc2ccccc21 | -2 | 5 | -19 | -14 | 98 | -1 | 3 | -1.1 | 3 | 8
CCOc1ccc(N(C)S(=O)(=O)c2ccc3[nH]cc(C(=O)NCCOC)c(=O)c3c2)cc1 | -8 | -3 | -2 | -4 | 101 | 6 | 0 | -1.7 | 0 | 6
CC(=O)c1cccc(N(CC(=O)NC2CCCCC2)C(=O)Cn2nnc(-c3ccccc3)n2)c1 | -8 | 6 | -3 | -4 | 100 | 6 | 16 | 0.5 | -4 | 8
Cc1ccc(NS(=O)(=O)c2ccc(-n3cccn3)cc2)nc1 | -2 | -9 | -3 | 0 | 98 | 1 | -11 | -1.2 | 1 | 7
C#CCOC(=O)Nc1cnccc1C(F)(F)F | -2 | 6 | -13 | -1 | 99 | -1 | 6 | -1.8 | 0 | 10
Cc1ccc(N/C=C/C(=O)C(C)(C)C)c(O)c1 | -5 | 13 | / | 3 | 100 | -1 | 3 | 3.5 | -2 | -2
COc1ccc([C@@H]2C=C(C(=O)O)O[C@H](OCCCCO)C2)cc1 | 3 | -2 | -9 | -6 | 97 | -5 | -2 | -1.8 | 1 | 6
CCN(CC)c1ccc(NC2CC(=O)N(CCc3ccc(OC)cc3)C2=O)cc1 (centres undefined) | -2 | 1 | -14 | 5 | 108 | -7 | 1 | -0.5 | 2 | -2

High-throughput results (PubChem BioAssay)
